PG9 Ab binder: PG9 antibody binding by small molecule. TR-FRET gp120-PG9 antibody binding. inhibition, % at 6.7 µM. 360,000 tested, 0.43% active. AID 624416; in the data active means inhibition above about 8.5%
SMARCA2 activ: increases SMARCA2 function in MMTV reporter cells | AID 652017 | 370,000 tested, 1% active | activation, % at 9.1 µM | MG213 cells, MMTV-luciferase reporter, dexamethasone, overnight; in the data active means activation above about 7.8%;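 further: 0% = vehicle wells and 100% = reference activator wells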
ARFGAP1 inh: inhibits rat ARF GTPase activating protein 1; Q62848; Arfgap1-stimulated ARF1 GTP hydrolysis, GDP FP detection; inhibition, % at 16.5 µM; 360,000 tested, 0.26% active;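 active means inhibition above a per-plate limit, mean inhibition of low control wells plus 3 SD, cut at about 25% in these data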;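 further: 0% = DMSO wells with enzyme and 100% = wells lacking Arfgap1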
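System: truncated rat Arfgap1 GAP domain / Medium: HEPES-based buffer, pH 7.5 / Also added: N-terminally truncated human ARF1-GTP substrate / Incubation: enzyme reaction 120 min at 25 °C after 20 min preincubation / Measured by: FP of antibody-bound GDP Alexa 633 tracer, ex 620/em 688 nm / Replicates: singlicate, each compound tested once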
mABHD4 FP: ABHD4 (mouse) inhibition, primary FP screen; Q8VD66; purified mABHD4, FP-Rh probe fluorescence polarization; inhibition, % at 8.92 µM; 370,000 tested, 0.54% active; AID 720543;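 active means inhibition exceeding the mean over every tested compound plus 3 SD, cut at about 30% in these data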;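 further: 0% = plate median of compound wells and 100% = S159A mutant with DMSO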
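assay system = mABHD4 protein | compound dosing = single nominal dose of 8.92 µM, 0.89% DMSO final | read-out basis = percent inhibition of probe binding, normalized to plate controls | schedule = Enzyme–compound pre-incubation 45 min, then probe 60 min, both 25 °C | detection = fluorescence polarization, excitation 525 nm, emission 598 nm, BODIPY TMR filters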
rCAG RNA binder: binds r(CAG) RNA repeats | 370,000 tested, 1.3% active | inhibition, % at 3 µM | r(CAG) RNA repeat, TO-PRO-1 dye displacement fluorescence | AID 651821;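 active means inhibition above the plate cutoff, the mean of all test compounds on that plate plus 3 SD, cut at about 35% in these data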;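 further: 0% = DMSO alone and 100% = 100 µM mitoxantrone as full dye displacement; higher means more dye released from RNA so lower well fluorescence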
NR1D1 modulator: modulates human Rev-erb alpha binding to DNA. P20393. Rev-erbα–FITC-DNA binding, fluorescence polarization, 90 min. activity, % at 10 µM. 370,000 tested, 0.79% active. AID 1259318;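 active means activity above about 14%, limit read from the data; passing the limit was not always enough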;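 further: 0% = DMSO wells with 35 nM protein and 100% = DMSO wells with 750 nM protein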
NPR1 activator: GC-A (human) enzyme activation; HEK293 GC-A cells, cGMP TR-FRET, EC30 ANP; 0% at EC30 ANP, 100% saturating ANP; activation, % at 10 µM; 370,000 tested, 0.14% active; AID 1671463; in the data active means activation above about 40%
HTRA1 inh: inhibitors of human serine peptidase HTRA1 | inhibition, % at 5.96 µM | Q92743 | 340,000 tested, 0.5% active | recombinant HTRA1, FP-rhodamine activity-based probe, fluorescence polarization | AID 504803; in the data active means inhibition above about 36%;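 further: 0% = enzyme with DMSO and 100% = wells lacking enzyme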
ASAP1 inh: ASAP1 ArfGAP inhibition; AID 624377; Q9ULH1; 360,000 tested, 0.19% active; ASAP1-stimulated ARF1 GTP hydrolysis, GDP FP detection; inhibition, % at 16.5 µM; in the data active means inhibition above about 25%;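 further: 0% = vehicle with enzyme and substrate and 100% = no enzyme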
GC-B act: GC-B (human) receptor activation. activation, % at 10 µM. 370,000 tested, 0.11% active. AID 1920062. HEK293-GC-B cells, CNP EC30, cGMP TR-FRET; 0% at EC30 CNP, 100% saturating CNP;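 active means activation at 10 µM reaching about 35% in either raw or pattern-adjusted values, limit read from the data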
Target sequence (P20594 whole entry, looked up): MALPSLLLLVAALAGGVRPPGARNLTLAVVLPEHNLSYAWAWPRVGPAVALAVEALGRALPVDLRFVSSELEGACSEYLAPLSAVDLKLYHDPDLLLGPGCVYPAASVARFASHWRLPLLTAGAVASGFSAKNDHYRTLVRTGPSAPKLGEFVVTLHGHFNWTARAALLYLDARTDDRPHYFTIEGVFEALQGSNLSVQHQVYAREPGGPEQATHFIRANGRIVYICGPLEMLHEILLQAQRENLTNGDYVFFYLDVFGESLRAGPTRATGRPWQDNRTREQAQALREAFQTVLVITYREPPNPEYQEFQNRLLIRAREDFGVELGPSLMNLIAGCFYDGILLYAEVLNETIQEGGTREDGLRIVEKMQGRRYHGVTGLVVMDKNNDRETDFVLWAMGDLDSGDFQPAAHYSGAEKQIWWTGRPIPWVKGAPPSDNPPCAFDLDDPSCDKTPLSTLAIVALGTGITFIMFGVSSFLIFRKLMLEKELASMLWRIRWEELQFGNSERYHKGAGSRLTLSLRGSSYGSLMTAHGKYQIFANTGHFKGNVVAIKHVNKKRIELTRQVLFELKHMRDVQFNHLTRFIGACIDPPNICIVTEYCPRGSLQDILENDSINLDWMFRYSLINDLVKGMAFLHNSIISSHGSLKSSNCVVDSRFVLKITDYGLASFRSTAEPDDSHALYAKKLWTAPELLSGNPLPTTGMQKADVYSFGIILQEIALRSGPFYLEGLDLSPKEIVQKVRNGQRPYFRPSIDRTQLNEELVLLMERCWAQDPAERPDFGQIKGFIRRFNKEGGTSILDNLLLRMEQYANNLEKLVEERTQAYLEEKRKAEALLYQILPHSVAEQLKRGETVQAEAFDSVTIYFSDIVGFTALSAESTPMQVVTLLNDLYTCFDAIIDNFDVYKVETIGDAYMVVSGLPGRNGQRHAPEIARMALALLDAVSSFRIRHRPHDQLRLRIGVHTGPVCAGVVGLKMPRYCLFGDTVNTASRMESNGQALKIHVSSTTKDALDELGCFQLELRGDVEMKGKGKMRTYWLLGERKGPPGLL
Starred values were filed as active, the others as inactive; . = no result given. Compounds were not picked by outcome. About 4.4% of those tested had a hit in this group.

structure,PG9 Ab binder,SMARCA2 activ,ARFGAP1 inh,mABHD4 FP,rCAG RNA binder,NR1D1 modulator,NPR1 activator,HTRA1 inh,ASAP1 inh,GC-B act
CC(C)[N+]1=C2C=CC=CC=C2SC12C([N+](=O)[O-])=CC(=[N+]([O-])[O-])C=C2[N+](=O)[O-] (stereo unspecified),1.0,0,0,6,13,-1,-2,14,-6,-12
N#CCC(=O)NNC(=S)Nc1ccccc1C(F)(F)F,-1.1,0,-6,3,-2,1,4,7,1,-1
O=C(CCn1c(=O)sc2ccccc21)NC1=NCCS1,0.2,-1,-2,-5,-2,-2,-1,-4,-2,5
COc1ccc(Cn2c(N)c(C#N)c3nc4ccccc4nc32)cc1,-0.6,-1,1,-1,16,0,34,-25,3,31
CC1(C)C(=O)Nc2ccccc2N1C(=O)COC(=O)c1cc(Cl)cc(Cl)c1,1.8,0,-10,2,9,1,-1,-20,19,1
O=C(c1noc2c1CCCCC2)N1CCN(C(c2ccccc2)c2ccccc2)CC1,-0.7,-4,-4,-8,1,-1,1,-2,-5,-3
CCOC(=O)c1c(N)sc2c1CCSC2,-2.0,2,10,16,11,-2,4,10,10,2
Cc1ccc(C(=O)C(OC(=O)CN2C(=O)c3ccccc3C2=O)c2ccccc2)cc1C (stereo unspecified),-0.6,0,6,-6,2,23,-1,3,-5,1
Cc1ccc(S(=O)(=O)N(CC(=O)Nc2cccc([N+](=O)[O-])c2)C2CCCCC2)cc1,-1.4,0,5,-7,10,4,0,-36,-22,-5
CC(=O)Nc1ccc(S(=O)(=O)NCCc2ccc(F)cc2)cc1,0.1,-1,7,-5,-3,1,1,-5,-8,-1
COc1ccc(NC(=O)CCN2CCCCCC2)c(OC)c1,0.9,-2,17,3,1,5,-6,3,-11,7
CN(CC(=O)Nc1ccc(F)cc1)c1ccc(S(=O)(=O)N2CCCC2)cn1,-0.2,-1,-5,3,-1,4,1,8,-17,1
CC1CCC(NC(=O)CN2CCC(n3nnc4cc(F)ccc43)CC2)CC1 (stereo unspecified),0.9,-2,5,10,-8,-5,2,8,15,-1
Cc1cccc(C)c1NC(=O)c1ccc(-n2cnnn2)cc1,2.9,-1,5,4,1,1,6,-3,-3,4
CCN(CC)C(=O)CC[C@H]1CC[C@]2(CCCN(c3ccccc3)C2)O1,.,-6,.,-5,4,4,5,.,.,1
CCCCc1nc2ccccc2c(=O)n1NC(=O)c1c(O)c2c(n(CC(C)C)c1=O)CCCC2,1.8,-1,-5,-1,0,1,-1,2,-15,3
CC1(C)C(c2cccs2)=[N+]([O-])C2(CCCCC2=O)N1O (stereo unspecified),-1.5,-3,5,-4,2,0,0,5,18,-5
Cc1ccc(CNC(=O)CCCc2c[nH]c3ccccc23)cc1,1.4,-2,7,0,5,4,-3,-7,13,-1
CC1CCCN(C(=O)COC(=O)c2ccc3[nH]c4c(c3c2)CCCC4)C1 (stereo unspecified),-0.8,8.1*,3,-7,4,1,0,-10,-3,7
O=C(Nc1ccc2ccccc2c1)c1cn(-c2ccccc2)nc1-c1cccs1,-1.6,0,12,-87,25,-2,-3,-93,21,-1
O=C(C1=C[C@@H](C2CCCCC2)C[C@@H](OCc2ccc(CO)cc2)O1)N1CCOCC1,1.5,1,-4,5,-6,0,-1,-1,4,2
CC1(C)NC(=O)N(CC(O)CN(c2cccc([N+](=O)[O-])c2)S(=O)(=O)c2ccccc2)C1=O (stereo unspecified),2.4,-1,-16,2,-1,2,0,1,1,-3
Cc1nn2c(N3CCN(C)CC3)c3c(nc2c1-c1ccccc1)CCCC3,-1.3,-2,5,4,-5,-1,-5,.,0,-13
O=C(NCc1nc2ccccc2[nH]1)c1ccc(Cl)c(S(=O)(=O)N2CCCC2)c1,1.1,-4,2,4,5,6,0,-4,-25,9
CCSc1nc(C)c(CC)c(C)c1C(N)=O,1.1,-3,9,8,-4,-2,2,1,-6,3
Cc1nn(C)cc1S(=O)(=O)N1CCN(Cc2ccc(F)cc2Cl)CC1,-2.3,4,-5,1,1,-5,5,8,11,5
COc1cc(/C=C2\CC/C(=C\c3cc(OC)c(O)c(OC)c3)C2=O)cc(OC)c1O,-6.6,11*,16,20,36*,-14,-3,46*,18,1
Cc1ccc(NS(=O)(=O)c2cccc(C(=O)NCC3(N(C)C)CCCCC3)c2)cc1,0.4,1,6,-2,-3,0,-17,-10,6,-8
CC(C)Oc1ccc(C(=O)NCC(=O)O)cc1,1.7,-2,10,-8,-1,3,5,7,3,1
COCc1ccc(-c2ccc3c(c2)c(C#Cc2ccsc2)c(-c2cc(OC)cc(OC)c2)n3C)cc1,-0.9,1,-3,-1,5,0,3,-9,0,8
COC(=O)c1sc(NC(=O)CSc2nncs2)c(C(=O)OC)c1C,0.3,-1,2,0,15,5,5,-12,4,-2
Cc1sc2nc(C(C)(C)C)oc(=O)c2c1C,.,.,.,.,.,-2,3,-1,.,0
CCc1ccccc1NC(=O)C1=CC(c2ccc(OC)c(OC)c2)=NS(=O)(=O)N1C,-0.4,1,1,-2,1,7,-1,-7,-2,10
Cc1sc2ncnc(Sc3ccccc3C(=O)Nc3ccc(C#N)cc3)c2c1C,0.0,-3,-13,7,5,1,-4,10,7,-12
Cc1occc1C(=O)N/N=C/c1ccccc1[N+](=O)[O-],-3.9,8.2*,1,-1,0,-4,-7,-4,-4,0
CCc1cc2cc3c(cc2nc1SCC(=O)Nc1cc(C)on1)OCO3,21*,-3,3,0,1,211*,16,6,2,0
Cc1ccc(CN2CC(C(=O)NCCCn3nc(C)cc3C)CC2=O)cc1 (stereo unspecified),0.8,-1,2,0,-9,2,-2,1,2,1
O=C(Nc1cccc(Cl)c1N1CCOCC1)c1cc([N+](=O)[O-])ccc1N1CCOCC1,-1.9,-1,7,-2,0,-3,1,1,4,1
Cc1ccc(C(c2nnnn2CS(=O)(=O)c2ccc(C)cc2)N2CCC(C(N)=O)CC2)cc1 (stereo unspecified),0.2,0,8,-1,-1,-2,-1,0,-1,5
OC(COc1ccc(Cl)cc1)CN1CCN(c2ccccc2)CC1 (stereo unspecified),-1.2,-2,3,1,-1,-3,2,9,-3,2
COCc1cc(C)nc(SCc2ccc(Br)cc2)c1C#N,-0.5,-2,-1,-1,0,3,2,-11,-2,2
COc1ccc(NC(=O)ON=C2c3ccccc3-c3ccccc32)cc1,-2.4,4,7,-20,3,0,4,-10,-10,-2
CN(C)c1ccc(/C=N\NC(=O)c2csnn2)cc1,-9.1,8.4*,0,-1,0,-2,-8,2,-12,1
COc1ccc(N(C(C)C(=O)N/N=C/c2cccnc2)S(C)(=O)=O)cc1 (stereo unspecified),-2.3,0,5,-3,-4,-1,5,1,8,4
COc1cc(CN2C(=O)C(NC(=O)c3ccco3)(C(F)(F)F)C3=C2CC(C)(C)CC3=O)cc(OC)c1 (stereo unspecified),-0.9,6,4,-2,-6,3,-4,1,3,-5
Oc1ccccc1C1=Nc2ccccc2N=C(c2cccs2)C1,0.7,-3,-1,-16,6,1,5,-2,11,6
COC(=O)c1ccccc1NC(=O)COC(=O)/C=C/c1cccs1,-1.9,-1,-3,-4,3,3,-9,-2,15,-2
O=C(NC(N1CCOCC1)C(Cl)(Cl)Cl)c1ccccc1Cl (stereo unspecified),1.4,-2,1,1,-1,3,2,-3,-4,-2
CCCCN(CC)CCNC(=O)CN(C)S(=O)(=O)c1ccc2c(c1)c(=O)n(C)c(=O)n2C,-1.1,0,10,4,-2,3,3,1,10,2
O=C(O)c1ccc(/C=N/NC(=O)c2ccc(Br)cc2)cc1,-3.1,1,-15,5,1,5,-1,-2,1,-1

Next part
structure,PG9 Ab binder,SMARCA2 activ,ARFGAP1 inh,mABHD4 FP,rCAG RNA binder,NR1D1 modulator,NPR1 activator,HTRA1 inh,ASAP1 inh,GC-B act
COc1ccc(-c2nc(-c3ccncc3)no2)c(OC)c1,0.3,2,3,-6,-3,4,4,-5,-4,-2
CCN1CCN(c2c(C=O)c(Cl)nc3ccc(OC)cc23)CC1,-0.1,0,-6,-4,-6,-6,-6,4,4,-4
COC(=O)c1ccc(NC(=O)CCN2C(=O)NC(C)(C)C2=O)cc1,-2.5,-1,-5,-10,2,6,-2,-2,-5,-2
Nc1nc(NCc2ccco2)nc(Nc2cccc(F)c2)c1[N+](=O)[O-],0.3,1,-2,0,4,-2,1,-5,-4,-4
C/C(=N\NC(=O)Cc1cccn1C)c1ccc([N+](=O)[O-])cc1,-2.4,-2,7,5,3,-2,3,.,-14,3
O=C(Nc1ccn(CCCN2CCN(Cc3cccc4ccccc34)CC2)c(=O)n1)OCc1ccccc1,0.0,-4,-9,10,6,12,-20,-33,0,-9
COc1ccc(C(C)NC(=O)c2ccoc2C)cc1OC (stereo unspecified),-0.8,-3,9,-2,-1,0,4,-3,2,8
CCN(CC(=O)Nc1c(F)cccc1F)C(=O)c1ccc(NC(=O)CC2SC(N3CCCC3)=NC2=O)cc1 (stereo unspecified),0.3,4,1,2,-4,0,3,4,3,3
O=C(Nc1nc2c(s1)CCCC2=O)c1cnccn1,2.5,-1,-8,1,0,4,1,1,-1,4
CCn1c(CNC(=O)c2ccccc2F)nnc1SCC(=O)Nc1nncs1,-1.8,-3,0,-3,0,0,0,8,-11,2
CCn1nc(C)cc1C(=O)N1CCCC(N2CCN(Cc3ccc4c(c3)OCO4)CC2)C1 (stereo unspecified),0.4,-2,7,-6,-3,-1,-3,0,-18,4
Cc1cccc(NC(=O)COC(=O)CCc2ccccc2)c1C,1.5,-2,-3,2,-5,8,-2,2,-4,4
CC(c1ccccc1C(O)(c1ccccc1)c1ccccc1)N(C)C (stereo unspecified),0.3,0,-2,4,-2,6,-33,13,10,-24
CCOC(=O)c1[nH]c2ccccc2c1NC(=O)c1cc(OC)c(OC)c(OC)c1,0.3,-2,-6,6,-3,6,8,-7,-23,14
Cc1ccc(S(=O)(=O)CCC(=O)OCC(=O)N2CCN(S(=O)(=O)c3ccc(Cl)cc3)CC2)cc1,-0.3,-2,8,0,0,-1,-2,1,8,3
Cc1ccc(S(=O)(=O)N2CCC(C(=O)OCC(=O)NCCc3ccccc3)CC2)cc1C,0.9,-3,6,2,-6,6,-1,-7,0,-1
Cc1cccc(C(=O)Nc2ccc(C(=O)N/N=C/c3ccc(C)o3)cc2)c1,-2.6,-2,9,-8,4,1,2,-13,0,0

Some entries already given with just NPR1 activator, HTRA1 inh and mABHD4 FP.
SMILES,NPR1 activator,HTRA1 inh,mABHD4 FP
CN(CC(=O)Nc1ccc(F)cc1)c1ccc(S(=O)(=O)N2CCCC2)cn1,1,8,3
CC1CCC(NC(=O)CN2CCC(n3nnc4cc(F)ccc43)CC2)CC1 (stereo unspecified),2,8,10

Screens as filed in PubChem.
